TSG101-PTAP inh: TSG101-PTAP interaction inhibition, HIV-1 budding | Q99816 | Fluorescence polarization, FITC-PTAP peptide/Tsg101, 20 min | Potency, µM (top dose mostly 115 µM), without a hit: at the top dose activity change, negative = inhibition, actives largely listed as inhibitors | 44,000 tested, under 10 active; note: potency is the fitted concentration of half-maximal effect; 0% is about no effect
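Compounds pinned into 10 uM Tsg101 binding domain, then 50 nM FITC-PTAP peptide added in pH 7.5 HEPES buffer; FP read after 20 min, room temperature. Total S+P intensity flags fluorescent compounds; active cut-off <25 µM, efficacy <60%.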
p53null 39C kill: p53 null cell cytotoxicity, nonpermissive temperature; H1299 p53-null (neo) cells, 39C, ATPlite viability, 24 h; Potency, µM (titrated, usually from 46.1 µM), for the others: at the highest dose activity, negative = cell killing, hits mostly cytotoxic; 55,000 tested, 0.97% active; AID 904;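 note: potency is the fitted concentration of half-maximal effect; 0% = DMSO only and -100% = full killing by 100 µM tamoxifen; nearly all actives have a fitted effect of over 50% in size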
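ATP-luminescence viability readout (ATPlite, 20 min RT) after 24 hr compound treatment at 39C of H1299-neo or H1299-p53A138V cells; titration up to 46 uM; normalized to DMSO and 100 uM tamoxifen; Hill-fit AC50.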
B2AR arrestin ag: beta-arrestin recruitment by human beta2-adrenergic receptor ligands. HTLA Tango cells, beta-arrestin recruitment, luciferase luminescence, 18 h. Potency, µM (highest dose often 46.1 µM), for inactives: at the top dose activation, usual class: activators. 44,000 tested, under 10 active. AID 1347077;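 note: potency is the fitted concentration of half-maximal effect; 0% = DMSO and full agonism = EC100 isoproterenol or metaproterenol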
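Tango cell line, 1% FBS DMEM; cpd titration up to 46 microM; 18 hr, 37 degrees C, 5% CO2. Luciferin/ATP substrate mix added, 15 min RT, luminescence. %Activity, CRC fitting, curve-class categorization.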
FH mod: Identification of activators of human fumarate hydratase by quantitative high-throughput screening; Potency, µM (doses to about 79.9 µM), without a hit: top-dose activity change, negative = inhibition, actives largely listed as inhibitors; 54,000 tested, 0.22% active; AID 1347055, 2019; FH coupled MDH/diaphorase resazurin fluorescence, 15 min; note: potency is the fitted concentration of half-maximal effect; % is set by controls: 0 for no effect and ±100 for the full control effect; the screen sought activators but most active calls are inhibition curves; nearly all actives have a fitted effect of over 45% in size
Target sequence (P07954 whole entry, looked up): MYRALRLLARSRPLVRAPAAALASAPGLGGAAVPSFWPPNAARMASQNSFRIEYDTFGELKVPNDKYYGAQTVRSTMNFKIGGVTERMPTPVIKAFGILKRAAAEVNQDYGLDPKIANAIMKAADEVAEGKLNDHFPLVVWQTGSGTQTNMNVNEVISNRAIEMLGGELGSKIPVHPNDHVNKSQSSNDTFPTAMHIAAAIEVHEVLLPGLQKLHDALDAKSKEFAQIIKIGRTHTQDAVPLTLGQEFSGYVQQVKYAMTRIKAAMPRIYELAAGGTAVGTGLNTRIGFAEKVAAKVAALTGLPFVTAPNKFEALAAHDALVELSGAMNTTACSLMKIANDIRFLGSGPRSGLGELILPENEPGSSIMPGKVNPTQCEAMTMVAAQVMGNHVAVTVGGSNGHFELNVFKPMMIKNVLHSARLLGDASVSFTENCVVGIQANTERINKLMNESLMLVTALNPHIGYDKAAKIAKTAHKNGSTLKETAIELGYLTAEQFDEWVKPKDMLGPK
p53null 32C tox: kills p53 null cells at the permissive temperature | 55,000 tested, 0.62% active | H1299-neo p53 null cells, ATP luminescence, 24 h, 32C | Potency, µM (highest dose often 46.1 µM), without a hit: at the highest dose activity change, negative = cytotoxicity, usual class: cytotoxic;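 note: potency is the fitted concentration of half-maximal effect; 0% = DMSO only and -100% = full killing by 100 µM tamoxifen; nearly all actives have a fitted effect of over 55% in size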
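H1299-neo (p53-null) cells, 600/well, were pre-incubated overnight at 37C, then exposed to compounds at up to 46 uM for 24 hr at 32C. Viability was measured as ATP content by luminescence, and AC50 values came from Hill fits.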
GALK inh: inhibits human galactokinase; P51570; recombinant GALK, Kinase-Glo ATP luminescence, 1 h; Potency, µM (doses to about 57.5 µM), for inactives: top-dose activity, negative = inhibition, usual class: inhibitors; 44,000 tested, under 10 active;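 note: plate controls were full GALK reaction for no effect and reaction lacking GALK for full effect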
Target sequence (P51570 whole entry, looked up): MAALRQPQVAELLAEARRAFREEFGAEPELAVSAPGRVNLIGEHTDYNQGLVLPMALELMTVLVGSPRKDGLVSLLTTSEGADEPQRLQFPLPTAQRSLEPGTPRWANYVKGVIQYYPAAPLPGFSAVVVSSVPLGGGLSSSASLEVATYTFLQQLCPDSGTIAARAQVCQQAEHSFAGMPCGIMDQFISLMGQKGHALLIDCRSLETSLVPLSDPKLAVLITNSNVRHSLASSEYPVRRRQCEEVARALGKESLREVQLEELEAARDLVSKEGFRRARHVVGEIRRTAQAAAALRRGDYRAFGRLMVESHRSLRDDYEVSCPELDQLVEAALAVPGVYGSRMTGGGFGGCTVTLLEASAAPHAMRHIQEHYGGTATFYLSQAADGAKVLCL
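Reactions with and without enzyme served as controls. GALK at 5 nM phosphorylates 100 uM galactose using 35 uM ATP (HEPES pH 8.0, Mg2+) for 1 h at RT, with luminescence read 10 min after adding Kinase-Glo Plus.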
NTMT1 inh: NTMT1 methyltransferase inhibition. NTMT1 MTase-Glo SAH luminescence, purified enzyme. Potency, µM (top dose mostly 114 µM), without a hit: at the highest dose activity change, negative = inhibition, usual class: inhibitors. 59,000 tested, 2.5% active. AID 1645870;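 note: potency is the fitted concentration of half-maximal effect; plate controls were DMSO vehicle for no effect and no enzyme for full effect; nearly all actives have a fitted effect of over 65% in size; many of its hits are not listed in these tables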
Numbers without * were called inactive; ? = inconclusive; / = no result given; [ ] = another dose, or the depositor's remark. Calls come from the whole dose curve; as a rule, active = well fitted curve in the direction sought with a large enough effect; inconclusive = small, poorly fitted or top-dose-only effect, or another doubt; inactive = no such curve, though single readings can be large; an effect the other way counts as inactive or inconclusive. Only part of the results is shown (hit frequency here may not be typical).

SMILES	TSG101-PTAP inh	p53null 39C kill	B2AR arrestin ag	FH mod	p53null 32C tox	GALK inh	NTMT1 inh
CCC1CN(C(=O)Nc2ccccc2C(F)(F)F)c2ccccc2O1 (stereo not drawn)	6%	90%[activator]	0%	-10%	54%[activator]	-10%	-9%
COc1ccccc1CNC(=O)c1cnn(-c2ccc(F)cc2F)c1C1CCN(C(=O)OC(C)(C)C)CC1	-9%	1%	1%	?	10%	1%	3%
CCc1cc(C(=O)Nc2cnn(Cc3ccc(F)cc3)c2)no1	-1%	-5%	-2%	-7%	-5%	0%	-19%
CCOc1ccc(CCNC(=O)c2nn(C)c3c2CSc2ccc(C)cc2-3)cc1OCC	-2%	56%[activator]	1%	?	11%	3%	9%
Cc1cccc(C)c1Nc1c(-c2ccsc2)nc2ccccn12	-14%	?	-1%	?	36%[activator]	4%	11%
O=C(c1ccc2c(c1)N(Cc1ccccc1F)C(=O)c1ccccc1S2(=O)=O)N1CCCCC1	-11%	2%	-2%	-10%	1%	10%	-1%
Cc1c(C)n(Cc2ccc(F)cc2)c2ccc(C(=O)N3CCN(c4ccc(Cl)cc4)CC3)cc12	-3%	-6%	0%	-18%	-5%	1%	5%
Cc1ccc2c(=O)cc(C(=O)Nc3c(C)n(C)n(-c4ccccc4)c3=O)oc2c1C	-4%	-17%	-1%	-3%	1%	9%	?
CCOc1ccc(CN2CCc3nc(Nc4ccc5c(c4)OCCO5)ncc3C2)cc1	-1%	-7%	0%	-18%	-10%	0%	0%
CSc1ccc(CCNC(=O)c2ccc(CS(=O)Cc3ccc(Cl)cc3)o2)cc1 (stereo not drawn)	0%	?	2%	-8%	3%	0%	5%
CCOC(=O)c1c(C)[nH]c(CCC(=O)Nc2ccc(C)c(F)c2)c1C	1%	?	-1%	4%	-10%	2%	0%
CSc1ccc(/C=C/c2nc3ccccc3n2S(=O)(=O)c2cccc(Cl)c2)cc1	2%	4µM*	0%	-13%	3.2µM*	13%	6.3µM*
CCN(CC)CCOC(=O)c1ccc(Nc2c3c(nc4ccccc24)CCC3)cc1	1%	-10%	1%	-7%	5%	-2%	-18%
CCN(Cc1ccccc1)C(=O)Cn1c(=O)n(Cc2ccccc2)c(=O)c2c1c1cc(OC)ccc1n2C	-2%	-1%	1%	-8%	1%	-3%	4%
CNC(=O)c1cnc2sc(N3CCCCCC3)nn2c1=O	-11%	-11%	0%	-4%	-9%	0%	1%
O=C(NCc1cccc(Cl)c1)c1ccc2c(c1)nc1n2CCOC1	-1%	13%	1%	5%	-6%	1%	-7%
CCC(Sc1nc2nccnc2c(=O)n1Cc1ccccc1Cl)C(=O)NC1CCCCC1 (stereo not drawn)	0%	-1%	0%	7%	-4%	1%	-3%
O=C(Nc1nnc(SCc2cc(=O)c3ccccc3[nH]2)s1)c1ccccc1	-3%	-16%	-1%	-23%	1%	-3%	0%
COc1ccc(Cl)cc1-n1nnc(-c2nc(-c3ccc4c(c3)OCO4)no2)c1C	1%	-5%	0%	3%	-7%	2%	6%
Cc1ccc(OCC(=O)Nc2ccc(-c3nc4ccccc4o3)cc2)c(C)c1	1%	-9%	0%	1%	5%	-17%	1%
Cn1c(CN2CCCCC2)nc2cc(NC(=O)c3ccccc3Cl)ccc21	2%	-24%	0%	4%	5%	3%	6%
COc1ccc(OC)c(NC(=O)CCc2c(C)nn(-c3ccc(N4CCCC4)nn3)c2C)c1	10%	-1%	-1%	/	-14%	1%	/
CCOc1ccccc1Oc1nc(C)nc2c1oc1ccccc12	2%	-12%	?	?	8%	4%	0%
Nc1nc2nc(-c3ccc(Cl)cc3)cc(C(F)(F)F)n2n1	-3%	-16%	1%	0%	4%	1%	4%
NS(=O)(=O)c1ccc(NC(=O)CN2C(=O)COc3ccc(Cl)cc32)cc1	-5%	-17%	1%	-13%	-3%	4%	?
COc1ccc(CNC(=O)c2ccc(NC(=O)N3CCSc4ncccc43)cc2)cc1	-3%	-15%	-1%	4%	-2%	3%	15%
Cc1nc2nc(CNC(=O)OC(C)(C)C)nn2c(C)c1CCC(=O)NCc1ccccc1Cl	4%	-2%	-4%	2%	-4%	-11%	-2%
O=S(=O)(c1ccc2[nH]c3c(c2c1)CCCCC3)N1CCN(c2cccc(Cl)c2)CC1	-1%	19%	1%	-8%	4%	-1%	7%
CCCN1Cc2cccc(C(=O)Nc3ccc(OC)cc3OC)c2C1=O	0%	-22%	1%	?	-1%	10%	-13%
CN1C(C(=O)c2ccccc2)=C(OC(=O)c2ccc(Br)cc2)c2ccccc2S1(=O)=O	-3%	-1%	-1%	-27%	10%	2%	?

A run of entries from the list above, as a working copy:
SMILES	TSG101-PTAP inh	p53null 39C kill	B2AR arrestin ag	FH mod	p53null 32C tox	GALK inh	NTMT1 inh
Cc1nc2nc(CNC(=O)OC(C)(C)C)nn2c(C)c1CCC(=O)NCc1ccccc1Cl	4%	-2%	-4%	2%	-4%	-11%	-2%
O=S(=O)(c1ccc2[nH]c3c(c2c1)CCCCC3)N1CCN(c2cccc(Cl)c2)CC1	-1%	19%	1%	-8%	4%	-1%	7%
CCCN1Cc2cccc(C(=O)Nc3ccc(OC)cc3OC)c2C1=O	0%	-22%	1%	?	-1%	10%	-13%
CN1C(C(=O)c2ccccc2)=C(OC(=O)c2ccc(Br)cc2)c2ccccc2S1(=O)=O	-3%	-1%	-1%	-27%	10%	2%	?

(further entries)
SMILES	TSG101-PTAP inh	p53null 39C kill	B2AR arrestin ag	FH mod	p53null 32C tox	GALK inh	NTMT1 inh
Cc1cc(C(=O)NCc2ccccc2)c2c(C)nn(-c3cccc(F)c3)c2n1	-3%	-11%	0%	-1%	13%	1%	-13%
CCOC(=O)Cn1c(=O)n(CC2CCCO2)c2nc(-c3cccc(C)c3)nc(C(N)=O)c21 (stereo not drawn)	-2%	-1%	3%	-7%	6%	?	5%
O=C(NCCSc1c[nH]c2ccccc12)c1ccccc1Cl	-4%	-2%	1%	-18%	1%	2%	-13%
CC(=O)C1=C(c2ccc(Cl)c(Cl)c2)N(C(C)=O)n2cnnc2S1	-8%	-22%	-4%	?	12%	-2%	56µM*
Cc1ccc(N(C)S(=O)(=O)c2ccc3[nH]c(=O)ccc3c2)cc1	2%	-15%	-1%	-2%	0%	2%	18%
COc1ccc(NC(=O)Cn2cnc3ccc(S(=O)(=O)N4CCC(C)CC4)cc3c2=O)c(OC)c1	0%	/	0%	-4%	/	0%	1%
CSc1cccc(NS(=O)(=O)c2ccc3[nH]cc(C(=O)N4CCCCCC4)c(=O)c3c2)c1	-11%	10%	1%	-6%	5%	5%	-8%
CCN(CC)S(=O)(=O)c1ccc(C(=O)NCCSc2c(-c3ccc(F)cc3)[nH]c3ccccc23)cc1	1%	-8%	1%	-20%	9%	0%	-1%
Cc1ccc2c(c1)-c1onc(C(=O)N3CCN(c4cc(Cl)ccc4C)CC3)c1CO2	4%	57%[activator]	0%	7%	0%	0%	-12%
Cn1c(=O)n(C)c2cc(CNCc3ccccc3)ccc21	1%	11%	-4%	-5%	-17%	5%	10%
O=S(=O)(Nc1cc(F)ccc1F)c1ccc2[nH]c3c(c2c1)CCCC3	-5%	?	2%	?	10%	4%	-19%
Cc1ccc(CNC(=O)N2CCC(CN3CCC(C)CC3)CC2)cc1	-3%	9%	-2%	18%	-4%	2%	2%
CCOc1ccccc1NC(=O)C(=O)c1cc(C)n(-c2cccc(C)c2C)c1C	-1%	-4%	1%	-2%	-7%	-1%	-17%
CCOC(=O)c1cccc(NC(=O)C2CCN(S(=O)(=O)c3cn(C)cn3)CC2)c1	-11%	-14%	0%	-6%	2%	0%	0%
COc1ccc2cc(C(=O)NCc3ccc4c(c3)CCN4C(=O)c3ccc(F)cc3)[nH]c2c1	-2%	-16%	0%	2%	9%	3%	1%
Cc1ccc(-c2nc(-c3cc4cccc(OCc5ccccc5F)c4oc3=O)no2)cc1	-3%	3%	-1%	6%	2%	2%	12%
Cc1ccccc1OCc1nnc(SCc2cc(=O)c3cccc(F)c3[nH]2)n1C	0%	-2%	-1%	-13%	-6%	-3%	5%
Cc1ccc(CNC(=O)Cc2ccc(NC(=O)N3CCSc4ncccc43)cc2)cc1	1%	-3%	-1%	0%	-13%	-1%	-8%
Cc1c(C(=O)Nc2ccc(F)cc2F)nnn1-c1ccccc1Br	-3%	-4%	-3%	-11%	-2%	-13%	?
COc1cc2ccccc2cc1C(=O)N1CCN(c2nc3ccc(F)cc3s2)CC1	0%	24%	-3%	-20%	34%[activator]	2%	2%
O=C(CC1NCCNC1=O)Nc1ccccc1F (stereo not drawn)	-7%	/	1%	-11%	/	9%	3%
COc1ccc(CNC(=O)COCc2cc(-c3cccs3)on2)cc1	0%	-9%	0%	-4%	-5%	-4%	6%
COc1ccccc1N1CCN(S(=O)(=O)c2c(C)sc3ncn(CC(=O)N(C)c4ccc(Cl)cc4)c(=O)c23)CC1	-4%	?	0%	-12%	9%	2%	2%
CCOc1ccccc1NC(=O)c1c(NC(=O)c2ccccc2)sc2c1CCCC2	-2%	18%	-1%	-15%	6%	-15%	12%
Cc1ccc(C)c(NC(=O)Cn2cc(C(=O)C3CCCCC3)c3ccccc32)c1	0%	-24%	1%	-9%	-5%	4%	9%
COc1ccc(-c2cc3nc(N)cc(=O)n3[nH]2)cc1	0%	-8%	0%	-18%	-2%	3%	-11%
Cc1ccc(-c2nc3sc(CCNC(=O)c4ccco4)c(C)n3n2)cc1	-9%	?	-3%	-23%	-27%	0%	2%
CCCc1nc2ccccc2n2c(-c3ccc(C)cc3)c3c(=O)n(C)c(=O)n(C)c3c12	-18%	33%[activator]	1%	-3%	5%	3%	?
COc1ccc(CNC(=O)c2ccc(CS(=O)(=O)c3ccc(OC)cc3)o2)cc1	2%	22%	-1%	-10%	19%	-1%	-3%
Cc1ccc(NC(=O)CCC(=O)N2CCSc3ccccc32)cc1	-8%	-19%	0%	-13%	-10%	3%	-1%
COc1cc(NC(=O)c2cc(-c3cccs3)on2)c(OC)cc1Cl	2%	-8%	1%	-2%	1%	0%	-2%
Cc1ccc(-n2ncc(C(=O)Nc3ccc4c(c3)OCCO4)c2C2CCN(C(=O)OC(C)(C)C)CC2)cc1	-6%	33%[activator]	1%	?	25%	1%	7%
Cc1ccccc1Nc1c(-c2cccs2)nc2cccc(C)n12	-1%	-6%	0%	?	21%	1%	5%
CCOc1ccc(C(=O)N2CCC(c3ccncc3)CC2)cc1	-2%	5%	-3%	0%	2%	-6%	2%
N#Cc1cc2c(=O)n3ccccc3nc2n(-c2nnc(SCc3ccccc3)s2)c1=O	4%	-16%	-3%	-10%	2%	-2%	-1%
COc1ccc(Cn2c(C(=O)O)c(CNCc3ccc(OC)cc3OC)c3ccc(C)cc32)cc1	-2%	-18%	-1%	-21%	-6%	4%	0%
O=C(CCS(=O)(=O)c1cccs1)Nc1ccc(C(=O)Nc2cccc(Cl)c2)cc1	0%	-4%	1%	-21%	-15%	4%	9%
CCN1CCN(c2csc3ccc(F)cc3c2=O)CC1	0%	0%	1%	0%	-9%	-4%	-17%
